All columns: NCI-60 one-dose screen, growth in % after 48 h at 10 µM unless noted; 100 = growth as untreated, 0 = no growth, -100 = all killed.
DU-145: DU-145 prostate cancer; AID 1794760; hit rate 4.2% among 81,000
OVCAR-3: OVCAR-3 ovarian cancer; hit rate 7% among 79,000; AID 1794787
OVCAR-8: OVCAR-8 ovarian cancer | AID 1794782 | hit rate 4.4% among 81,000
OVCAR-5: OVCAR-5 ovarian cancer | hit rate 2.9% among 82,000
SK-OV-3: SK-OV-3 ovarian cancer cells; AID 1794785; hit rate 3.2% among 80,000
U251: U251 CNS tumor cells; hit rate 5.4% among 80,000
OVCAR-4: OVCAR-4 ovarian cancer cells; hit rate 3.7% among 80,000; AID 1794784
PC-3: PC-3 prostate cancer cells | AID 1794754 | hit rate 3.9% among 80,000
SF-268: SF-268 CNS cancer cells; hit rate 3.1% among 82,000; AID 1794759
Active calls of the source: *; · = not tested or not shown. The calls were made as follows: active = growth percent below 10; inactive = the rest.

mol | OVCAR-4 | OVCAR-5 | U251 | SF-268 | DU-145 | OVCAR-8 | OVCAR-3 | SK-OV-3 | PC-3
O=C(/C=C/c1cc(-c2cc3ccccc3o2)n(-c2ccccc2)n1)c1nc2ccccc2[nH]1 | 104 | 102 | 105 | 102 | 104 | 105 | 116 | 96 | 100
CCOC(=O)c1cc(C(=O)N2c3ccccc3Sc3ccccc32)n2c3ccccc3n(C)c12 | 95 | 108 | 98 | 97 | 100 | 95 | · | 87 | 88
CC(C)Cc1cc(CNC(=O)CN2CCN(c3ccccc3)CC2)nn1-c1ccccc1 | 105 | 104 | 90 | 99 | 108 | 77 | 108 | 82 | 87
C=C1C(=O)O[C@H]2[C@H]1CC/C(COC(=O)NCCCCCCCCNC(=O)OC/C1=C/CC[C@@]3(C)O[C@H]3[C@H]3OC(=O)C(=C)[C@@H]3CC1)=C\CC[C@@]1(C)O[C@@H]21 | -83* | -80* | -48* | -67* | -92* | -51* | -94* | 34 | -64*
CC1(C)S[C@@H]2[C@H](NC(=O)[C@H](N)c3ccccc3)C(=O)N2[C@H]1C(=O)O | · | 96 | 98 | · | · | 99 | · | 107 | 101
Cc1oc(-c2ccc(Cl)cc2)nc1C1=NN(C(=O)c2ccncc2)C(c2ccc(Cl)cc2)C1 (stereo not given) | 76 | 100 | 91 | 83 | 98 | 86 | 94 | 92 | 77
OC(c1ccccc1)(c1ccc(Br)cc1)C(O)(c1ccccc1)c1ccc(Br)cc1 (stereo not given) | 62 | 78 | 70 | 63 | 96 | 82 | 45 | 49 | 55
COc1cc2nnn(-c3ccncc3)c2cc1OC | 104 | 97 | 97 | 99 | 102 | 97 | 105 | 88 | 83
CN(C)c1ccc2c(c1)C(Br)c1ccccc1-2 (stereo not given) | 106 | 107 | 90 | 100 | 100 | 102 | 128 | 112 | ·
CCOC(=O)c1c(NC(=S)Nc2ccccc2)n[nH]c1Nc1ccccc1 | 92 | 105 | 64 | 89 | 90 | 102 | 116 | 93 | 69
COc1ccc(-c2c3c(nn2-c2ccc(S(N)(=O)=O)cc2)-c2ccc(OC)cc2CC3)cc1 | 86 | 88 | 85 | 82 | 97 | 91 | 66 | · | 63
COc1ccc(-n2ncn(CCCn3cnn(-c4ccc(OC)cc4)c3=O)c2=O)cc1 | 105 | 103 | 106 | 106 | 110 | 90 | 108 | 88 | 89
COc1cc(C2CC(c3cc(Cl)c(C)cc3O)=NN2c2ccc(S(N)(=O)=O)cc2)cc(OC)c1OC (stereo not given) | 33 | 19 | 17 | 25 | 36 | 34 | 21 | 15 | 0.1*
CCCCC(CCCC)NC(C)CO (stereo not given) | 120 | 105 | 104 | 102 | 110 | 110 | 117 | 103 | 104
C#CCNC(=O)[C@H](Cc1ccccc1)NC(=O)[C@]12CC[C@@H](C(=C)C)[C@@H]1[C@H]1CC[C@@H]3[C@@]4(C)Cc5c([nH]c6ccccc56)C(C)(C)[C@@H]4CC[C@@]3(C)[C@]1(C)CC2 | 108 | 96 | 92 | 93 | 101 | 97 | 97 | 95 | 78
CC(=O)C1CC(C)CCC1C(C)C (stereo not given) | 61 | 105 | 107 | 105 | 111 | 109 | 95 | 108 | 55
Cc1ccccc1-n1c(C)nc2cc(NC(=O)c3ccccc3)ccc2c1=O | 83 | 88 | 91 | 116 | 105 | 101 | 108 | 109 | 93
COc1ccc(-c2nc(SC(C)C)nc(Oc3ccccc3/C=C3/SC(=O)NC3=O)c2C#N)cc1 | 94 | 105 | 102 | 96 | 101 | 97 | · | 104 | 101
COc1ccc(-c2nc(SCCCCCC(=O)NO)[nH]c(=O)c2C#N)cc1 | 109 | 107 | 102 | 109 | 112 | 105 | 105 | 96 | 96
COc1ccc2cc(-c3cn(CCCCCc4ccc(/C=C/C(=O)c5cc(Cl)ccc5O)cc4OC)nn3)ccc2c1 | 96 | 123 | 93 | 113 | 105 | 107 | 121 | 115 | 99
COc1ccc2c(c1)C(=O)/C(=C/c1ccc([N+](=O)[O-])o1)O2 | -87* | -52* | -55* | -73* | -85* | -72* | -84* | 49 | 59
CC(C)CC(NC(=O)COc1ccc(Cl)cc1Cl)C(=O)O (stereo not given) | · | 100 | 112 | 101 | 111 | 99 | · | 110 | 76
CCCCCCCCCCCCCCCCCCOc1ccccc1CC(=O)NCC[N+](C)(C)C | 47 | 15 | -58* | 24 | 44 | 42 | 35 | 85 | -33*
CCCCC(CC)COC(=O)CSC1=C(C)C(=O)c2ccccc2C1=O (stereo not given) | 74 | 114 | 97 | 99 | 114 | 97 | 76 | 112 | 72
COC(=O)/C=c1\[nH]n2/c(=C/c3ccc(OC)cc3)c(=O)nc-2n(-c2ccccc2)c1=O | 97 | 106 | 89 | 94 | 105 | 92 | 104 | 96 | 96
O=C1Nc2ccccc2[C@]12CC(c1ccccc1)=NN2 | 85 | 62 | 39 | 48 | 75 | 66 | 28 | 57 | 38
O=C1Nc2ccc(Br)cc2C1=Nc1ccc(F)c(Cl)c1 | 119 | 102 | 86 | 101 | 124 | 99 | 82 | 119 | 91
Cc1ccc(C)c(C2=NN(c3ccc(S(=O)(=O)NC(=O)NCc4ccccc4)cc3)C(c3ccc(Cl)cc3)C2)c1 (stereo not given) | 99 | 120 | 89 | 98 | 104 | 84 | 95 | 96 | 86
COc1ccc(N2CCN(C(=O)CCSc3nnc4n(Cc5ccccc5)c(=O)c5c6c(sc5n34)CCCC6)CC2)cc1 | 113 | 99 | 101 | 92 | 102 | 105 | 103 | 106 | 89
CCCCCS(=O)(=O)Nc1ccc(C(=O)O)cc1 | 103 | 111 | 93 | 101 | 103 | 106 | 110 | 99 | 102
CCCCCCC1CCN(CC(=O)c2ccccc2)CC1 | 82 | 75 | 89 | 90 | 91 | 99 | 96 | 90 | 72
Cc1nc(-c2ccc(Cl)cc2)ccc1NC(=O)Nc1ccc2c(c1)OCO2 | 99 | 133 | 96 | 103 | 108 | 105 | 112 | 108 | 96
COc1cc(-c2nnc(SCC(=O)Nc3ccc(C(=O)/C=C/c4ccccc4)cc3)o2)cc(OC)c1OC | 101 | 101 | 101 | 94 | 100 | 108 | 103 | 102 | 100
N#Cc1c(NC(=O)c2ccc(C(F)(F)F)c(Cl)c2)sc2c1CCC(=O)C2 | -21* | -8.2* | -85* | -23* | 20 | -34* | -57* | -30* | -10*
c1ccc(-c2nc3ccccn3c2NCCN2CCOCC2)cc1 | 97 | 94 | 95 | 98 | 102 | 94 | 101 | 86 | 89
O=C(NCc1ccccc1)NS(=O)(=O)c1c[nH]c(=S)[nH]c1=O | 114 | 102 | 86 | 99 | 109 | 94 | 105 | 79 | 104
COc1ccc(NC(=O)CCn2ccccc2=O)cc1 | 102 | 92 | 97 | 111 | 113 | 100 | 122 | 110 | 100
CC(=O)ON=C1C=CC(=C(C#N)c2ccccc2)C=C1 | 61 | 123 | 23 | 14 | 1.7* | 2.3* | -31* | 56 | -2.0*
CCCc1cccc(N)c1O | 95 | 133 | 94 | 114 | 121 | 91 | 107 | 110 | 84
O=C(O)c1ccoc1 | 103 | 98 | 103 | 98 | 125 | 97 | 105 | 104 | 94
COc1ccc(S(=O)(=O)NCCCNc2cc(-c3cn(C(C)(C)C)nc3-c3ccccc3)ccn2)cc1 | 69 | 89 | 61 | 88 | 84 | 78 | 93 | 88 | 49
C=C(C)[C@@H]1CC[C@]2(C(=O)N3CCN(C)CC3)CC[C@]3(C)[C@H](CC[C@@H]4[C@@](C)(CCC(=O)O)[C@H](C(=C)C)CC[C@]43C)[C@@H]12 | 97 | 111 | 80 | 81 | 100 | 89 | 89 | 90 | 55
Cc1cc(C)c(C)cc1C | 108 | 96 | 109 | 110 | 118 | 113 | 128 | 104 | 94
COc1cc(OC)c(/C=C/C(=O)c2c(N)cc(OC)cc2OC)c(OC)c1 | 80 | 30 | 12 | 43 | 13 | 20 | -45* | 5.6* | 12
CCOc1cc(/C=C2\COc3ccc(-c4ccccc4)cc3C2=O)ccc1O | 79 | 109 | 105 | 107 | 109 | 93 | 119 | 107 | 101
O=C1/C(=C/c2ccc(-c3ccccc3C(F)(F)F)o2)SC(=S)N1CCc1ccc(O)cc1 | 45 | 77 | 44 | 51 | 66 | 58 | 43 | 64 | 49
CCN(CC)C(=O)C(C(C)C)N1C(=O)/C(=C/c2ccc(Br)cc2)SC1=S (stereo not given) | 101 | 101 | 103 | 93 | 106 | 109 | 105 | 110 | 94
O=C(NCn1c(=O)[nH]c2ccccc2c1=O)Nc1ccccn1 | 95 | 100 | 94 | 90 | 102 | 101 | 91 | 98 | 98
OC(c1ccccc1)(c1ccccc1)C1CCN(c2ccc3nnc(Cl)n3n2)CC1 | 30 | 70 | 46 | 64 | 55 | 34 | 42 | 90 | 16
Cc1ccc(-c2nc3nc(-c4ccc(Cl)cc4)nc(N4CCCNCC4)c3o2)cc1 | -84* | -99* | -87* | 97 | -22* | -59* | -96* | 117 | -80*

Other records follow.
mol | OVCAR-4 | OVCAR-5 | U251 | SF-268 | DU-145 | OVCAR-8 | OVCAR-3 | SK-OV-3 | PC-3
CCOc1cc(/C=C2\SC(=S)NC2=O)ccc1O | 79 | 90 | 78 | 95 | 103 | 86 | 96 | 75 | 84
Cc1c(C(=O)Nc2ccc(Cl)cc2)sc(N)c1C#N | · | 117 | 75 | 77 | 93 | 93 | 98 | 100 | 60
N#C/C(=C/c1cccs1)c1nnc(NC(=O)c2ccc(-n3c(=O)[nH]c4ccccc4c3=O)cc2)s1 | 109 | 117 | 105 | 103 | 114 | 116 | 104 | 107 | 103
CC(C)(C)c1cc(/C=C(\C#N)C(N)=O)cc(C(C)(C)C)c1 | 105 | 106 | 104 | 96 | 106 | 106 | 109 | 108 | 101
CCNC(=O)N1CCN(C(=O)NCC)CC1 | · | 120 | 104 | 103 | 116 | · | 112 | 109 | 110
NN1C(c2ccccc2)=C(c2ccccc2)Nn2c1nc1c(cnn1-c1ccccc1)c2=O | 104 | 109 | 106 | 100 | 104 | 102 | 107 | 113 | 103
Cc1ccccc1OCCSc1nc2ccc(NC(=O)c3ccccc3)cc2s1 | 83 | 99 | 87 | 89 | 112 | 75 | 91 | 99 | 69
CCC1(C)COC(c2ccc(OC)c(OC)c2)OC1 (stereo not given) | 118 | 106 | 104 | 99 | 108 | 107 | 108 | 135 | 111
CCCCC(C(=O)O)c1ccccc1 (stereo not given) (tested in a mixture with another compound) | 112 | 105 | 95 | 103 | 105 | 100 | 94 | 101 | 94
CNC(=O)c1cc(Oc2ccc(CC(=O)Nc3cc(C(C)(C)C)cn3C)cc2)ccn1 | 49 | 116 | 89 | 86 | 94 | 65 | 82 | · | 76
C[C@]12CC[C@@H]3c4ccc(OCCCO)c([N+](=O)[O-])c4CC[C@H]3[C@@H]1CCC2=O | 89 | 95 | · | 103 | 103 | 88 | 104 | 104 | 72
Nc1cc(C(Cl)=C(Cl)Cl)c(S(N)(=O)=O)cc1S(N)(=O)=O | 103 | 101 | 96 | 112 | 115 | 96 | 111 | 106 | 89
O=C1NN=C(c2ccc(Cl)cc2)CC12CCCCC2 | 100 | 101 | 101 | 100 | 104 | 102 | 110 | 108 | 97
Cn1cnc2c(SCCO)ncnc21 | 108 | 98 | 97 | 98 | 98 | 101 | 102 | 104 | 96
O=C(NCCCCCCCCCC[P+](c1ccccc1)(c1ccccc1)c1ccccc1)c1ccc(-n2nc(-c3ccccc3O)nc2-c2ccccc2O)cc1 | -52* | -94* | -50* | -29* | -46* | -22* | -14* | -72* | -48*
O=CNc1ccc2c3c(cccc13)CC2 | 108 | 102 | 93 | 96 | 108 | 94 | 103 | 80 | 81
O=C1/C(=C\c2ccc[nH]2)c2ccccc2N1c1c(Cl)cccc1Cl | 70 | 82 | 86 | 79 | 95 | 97 | 72 | · | 80
COCc1cc2c(cc1Br)OCO2 | 111 | 93 | 99 | 100 | 112 | 99 | 111 | 95 | 87

A portion taken from the entries so far:
mol | OVCAR-4 | OVCAR-5 | U251 | SF-268 | DU-145 | OVCAR-8 | OVCAR-3 | SK-OV-3 | PC-3
CNC(=O)c1cc(Oc2ccc(CC(=O)Nc3cc(C(C)(C)C)cn3C)cc2)ccn1 | 49 | 116 | 89 | 86 | 94 | 65 | 82 | · | 76
C[C@]12CC[C@@H]3c4ccc(OCCCO)c([N+](=O)[O-])c4CC[C@H]3[C@@H]1CCC2=O | 89 | 95 | · | 103 | 103 | 88 | 104 | 104 | 72
Nc1cc(C(Cl)=C(Cl)Cl)c(S(N)(=O)=O)cc1S(N)(=O)=O | 103 | 101 | 96 | 112 | 115 | 96 | 111 | 106 | 89
O=C1NN=C(c2ccc(Cl)cc2)CC12CCCCC2 | 100 | 101 | 101 | 100 | 104 | 102 | 110 | 108 | 97
Cn1cnc2c(SCCO)ncnc21 | 108 | 98 | 97 | 98 | 98 | 101 | 102 | 104 | 96
O=C(NCCCCCCCCCC[P+](c1ccccc1)(c1ccccc1)c1ccccc1)c1ccc(-n2nc(-c3ccccc3O)nc2-c2ccccc2O)cc1 | -52* | -94* | -50* | -29* | -46* | -22* | -14* | -72* | -48*
O=CNc1ccc2c3c(cccc13)CC2 | 108 | 102 | 93 | 96 | 108 | 94 | 103 | 80 | 81
O=C1/C(=C\c2ccc[nH]2)c2ccccc2N1c1c(Cl)cccc1Cl | 70 | 82 | 86 | 79 | 95 | 97 | 72 | · | 80
COCc1cc2c(cc1Br)OCO2 | 111 | 93 | 99 | 100 | 112 | 99 | 111 | 95 | 87

Screening data from PubChem.
